Source: PubChem BioAssay
OXTR potentiator = human OXTR potentiators, primary screen, fluorescence, CHO-OTR cells, Fluo-8 calcium. Fluo-8 calcium fluorescence, potentiator mode; 0% = oxytocin EC15, 100% = EC100. Oxytocin receptor (Homo sapiens), P30559. 320,000 tested, 0.061% active. activation, % at 3 µM. AID 2445, 2010;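 active means activation above that plate's cutoff, the mean activation of tested compounds plus 3 SD, cut at about 6.6% in these data, passing the limit was not always enough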;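 further: 100% uses oxytocin at 75 nM as the full agonist control; some results filed as inactive read as strong as hits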
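Material: human OTR in CHO cells. Compound: 3.0 µM, one dose. Timing: compound 6 min at room temperature before oxytocin, 100 s read. Evaluation: % activation of max/min ratio relative to oxytocin controls. Replication: single well per compound, singlicate. Signal: Fluo-8 calcium dye fluorescence.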
TAAR1 antagonist = human TAAR1 antagonists, primary screen, Fluo-8 calcium fluorescence, CHO RD-HGA16 cells; inhibition, % at 3 µM; AID 624466, 2012; 360,000 tested, 1.5% active; antagonist; Trace amine-associated receptor 1 (Homo sapiens), Q96RJ0;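 active means inhibition above a per-plate cutoff, the mean inhibition of test compounds on that plate plus 3 SD, cut at about 49% in these data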;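 further: 0% = DMSO plus EC80 beta-PEA response and 100% = DMSO alone without agonist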
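Material: CHO RD-HGA16 cells bearing hTAAR1; compound dosing: one-point dosing, 3 µM nominal final; schedule: dye loading 75 min at 37 °C, then 30 min room temperature; measured by: calcium fluorescence with Fluo-8; control set: vehicle and agonist controls; replication: n of 1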
CHO-K1 Ca antag = counter-screen for M1 antagonists: effect in parental CHO-K1 cells; inhibition, % at 3 µM; 360,000 tested, 0.6% active; ATP-induced calcium, Fluo-8 fluorescence;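 active means inhibition above a per-plate cutoff, the plate's mean sample inhibition plus 3 SD, cut at about 24% in these data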;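 further: 0% = DMSO plus EC80 ATP and 100% = DMSO alone without ATP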
CHO-K1 Ca PAM = nonselective calcium activators in parental CHO-K1 cells, primary screen, counter-screen for M1 PAM project, cell-based, Fluo-8 calcium fluorescence, full deck, 1536-well | activation, % at 3 µM | AID 602247, 2012 | ATP EC20; 0% at ATP EC20, 100% at ATP max | 360,000 tested, 0.02% active;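 active means activation above the run cutoff, the mean activation of all test compounds plus 3 SD, cut at about 40% in these data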;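 further: peak over basal fluorescence ratio in a 140 s read after ATP addition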
CHO-K1 Ca ag = counter-screen for M1 agonists: effect in parental CHO-K1 cells. Fluo-8 calcium fluorescence; scaled to maximal ATP response, vehicle zero. activation, % at 3 µM. 360,000 tested, 0.48% active. AID 602248, 2012; in the data active means activation above about 15%;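 further: untransfected CHO-K1 host cells lacking M1 receptor as counterscreen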
TAAR1 ag = human TAAR1 agonists, primary screen, Fluo-8 calcium fluorescence, CHO RD-HGA16 cells; Trace amine-associated receptor 1 (Homo sapiens), Q96RJ0; vehicle wells 0%, saturating PEA agonist 100%; activation, % at 3 µM; 360,000 tested, 0.99% active;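 active means activation above the mean activation of all test compounds in the run plus 3 SD, cut at about 38% in these data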
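Test system: RD-HGA16 (CHO) cells co-expressing Gα16 and hTAAR1 | Doses: Single dose, 3 µM | Schedule: 17-24 h seeding, 75 min 37 °C dye, 30 min RT | Evaluation: % activation from peak over basal fluorescence ratio, DMSO-to-PEA scaled | Technique: Kinetic Fluo-8 calcium fluorescence | Benchmarks: Low control DMSO, high control PEA (EC100)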
V1R ag counter = agonists of human V1a receptor, primary screen, counter-screen for OXTR agonist project, fluorescence, CHO-V1R cells. Fluo-8 calcium fluorescence, agonist mode; 0% DMSO, 100% 3 nM vasopressin. activation, % at 3 µM. 320,000 tested, 0.25% active. AID 2797, 2010;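 active means activation above the mean activation of all tested compounds plus 3 SD, per screening run, cut at about 20% in these data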;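 further: signal is peak over basal fluorescence ratio across a 100 second FLIPR read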
Target sequence (P37288 whole entry, looked up): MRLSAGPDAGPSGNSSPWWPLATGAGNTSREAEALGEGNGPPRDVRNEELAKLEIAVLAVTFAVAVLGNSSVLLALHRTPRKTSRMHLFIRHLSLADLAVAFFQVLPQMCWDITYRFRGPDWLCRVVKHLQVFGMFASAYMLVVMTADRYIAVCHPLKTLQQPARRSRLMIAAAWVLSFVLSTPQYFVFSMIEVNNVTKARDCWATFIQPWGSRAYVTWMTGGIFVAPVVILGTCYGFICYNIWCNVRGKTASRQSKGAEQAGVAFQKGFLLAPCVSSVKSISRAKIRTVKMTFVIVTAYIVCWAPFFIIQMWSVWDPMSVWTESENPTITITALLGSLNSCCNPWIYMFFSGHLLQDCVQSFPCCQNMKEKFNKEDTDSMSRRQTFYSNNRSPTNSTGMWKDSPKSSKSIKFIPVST
CHO parental Ca = ATP-evoked calcium signal inhibitors, parental CHO, primary screen, counter-screen for OX1R antagonist project, cell-based, fluorescence, Fluo-8 calcium dye; parental CHO-K1, ATP-induced calcium, Fluo-8 fluorescence; inhibition, % at 5.6 µM; 330,000 tested, 0.63% active; AID 463079, 2010;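 active means inhibition above that plate's mean sample inhibition plus 3 SD, cut at about 26% in these data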;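 further: 0% = ATP-challenged DMSO wells and 100% = DMSO wells without ATP; some compounds past the cut are filed as inactive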
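Material: parental CHO cells / Compound: single nominal dose of 5.6 µM per compound / Signal: Fluo-8 fluorescence / Replicates: singlicate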
CHRM1 agonist = human M1 muscarinic receptor agonists, primary screen, Fluo-8 calcium fluorescence, CHO-K1 cells, HTS. 360,000 tested, 0.33% active. Muscarinic acetylcholine receptor M1 (Homo sapiens), P11229. CHO-K1 hM1, agonist mode; 0% DMSO, 100% acetylcholine EC100. activation, % at 3 µM. AID 588814, 2011;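 active means activation above the run's mean compound activation plus 3 SD, cut at about 16% in these data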;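 further: peak over basal fluorescence ratio within a 140 s kinetic read after compound addition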
Target sequence (P11229 whole entry, looked up): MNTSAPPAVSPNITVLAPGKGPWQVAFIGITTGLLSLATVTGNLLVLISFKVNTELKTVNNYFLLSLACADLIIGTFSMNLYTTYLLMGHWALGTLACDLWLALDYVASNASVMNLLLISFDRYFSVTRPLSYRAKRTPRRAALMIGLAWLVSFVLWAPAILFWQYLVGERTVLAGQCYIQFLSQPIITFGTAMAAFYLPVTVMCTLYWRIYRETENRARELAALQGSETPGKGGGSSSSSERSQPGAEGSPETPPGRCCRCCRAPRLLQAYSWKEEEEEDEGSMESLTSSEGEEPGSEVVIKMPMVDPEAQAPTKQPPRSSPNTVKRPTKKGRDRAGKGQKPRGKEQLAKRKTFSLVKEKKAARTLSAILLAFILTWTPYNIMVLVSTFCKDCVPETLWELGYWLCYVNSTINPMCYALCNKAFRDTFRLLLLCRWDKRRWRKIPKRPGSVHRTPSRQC
* = called active by the depositor; nt = not tested or not shown. Rows were taken by chance, and some 3.3% of all compounds hit somewhere here.

SMILES	OXTR potentiator	TAAR1 antagonist	CHO-K1 Ca antag	CHO-K1 Ca PAM	CHO-K1 Ca ag	TAAR1 ag	V1R ag counter	CHO parental Ca	CHRM1 agonist
CCc1cccc2c(C(=O)C(NCCOC)c3ccccc3)c[nH]c12 (centres undefined)	-9	17	-14	2	3.7	8	1.9	-21	1
Cc1ccc(C(=O)NC2CCCCCC2)cc1S(=O)(=O)N1CCOCC1	-2	-17	-4	-11	1.1	0	2.4	-8	0
CC(=O)NC1(c2nnnn2CCOC(=O)Nc2ccc(Cl)cc2)CCCCC1	-2	27	-6	2	0.9	15	-0.3	-5	-1
COc1ccc(C(CC(=O)c2ccccc2)C2CCCCC2=O)cc1 (centres undefined)	-8	-21	-14	20	0.6	0	-0.4	-20	-9
CC(C(=O)c1ccccc1)C(O)c1ccccn1 (centres undefined)	nt	-13	-10	-12	1.4	1	nt	nt	2
COc1ccccc1NC(=O)COc1ccc(/C=N/NC(=O)c2cccnc2)cc1	-16	39	-1	4	5.8	10	-0.1	-13	-1
Fc1cccc(NC(=S)N2CCCC2)c1	-1	-2	18	-13	-0.3	3	0.1	1	-4
O=C(CCCC(=O)NN=Cc1ccc(Cl)cc1Cl)NN=Cc1ccc(Cl)cc1Cl	nt	-14	2	5	0.0	4	nt	nt	-3
CCc1noc(C)c1C(=O)N1CCCSC1=Nc1ccccc1C(C)C	-6	-8	6	-11	-0.1	2	2.3	-16	-2
CCOc1cc(C#N)c(NC(=O)c2cccnc2Cl)cc1OCC	1	-25	-16	-4	0.3	-1	-0.1	0	-3
Nc1nc(NCc2ccco2)nc(NC2CCCCC2)c1[N+](=O)[O-]	-3	-10	3	-7	0.1	2	3.4	2	-3
CCCN(CC(=O)Nc1ccccc1C)C(=O)CCCOc1ccc(Br)cc1	-5	10	-6	12	3.8	2	6.4	-24	-2
COc1ccc(CCNC(=O)c2cc3c(=O)n4ccccc4nc3n(CC3CCCO3)c2=N)cc1 (centres undefined)	nt	-15	1	-1	1.7	0	nt	nt	-13
O=C(NCC(=O)N1CCN(c2ccccc2O)CC1)c1cccs1	-12	-10	-9	-25	2.0	2	3.8	-9	-1
O=C1c2oc3ccccc3c(=O)c2C(c2ccccn2)N1Cc1ccccc1 (centres undefined)	-11	-3	-7	4	-0.2	0	-0.5	-22	-3
COc1ccc(CCN2CC(C(=O)Nc3ccc4c(c3)OCO4)CC2=O)cc1OC (centres undefined)	5	-6	-18	9	2.5	3	0.8	-5	0
CCOc1cc(/C=N/NC(=S)Nc2ccccc2C(F)(F)F)ccc1OCC(=O)N1CCOCC1	-9	27	-4	13	4.7	11	0.7	-8	-4
CS(=O)(=O)N1CCc2cc(-c3csc(NC(=O)Cc4cccs4)n3)ccc21	-11	50*	-34	4	14	14	6.9	1	-1
CN1CCN(CC(=O)N2c3ccccc3C(C)(c3ccccc3)CC2(C)C)CC1 (centres undefined)	-9	nt	4	2	0.7	nt	0.6	-17	-1
CCCN1C(=O)c2ccccc2NC1c1ccc(O)c(OCC)c1 (centres undefined)	-2	4	-7	-4	1.2	1	-0.6	2	0
CCCC(=O)Nc1c(-c2ccccc2)[nH][nH]c1=O	nt	1	2	-3	-0.3	0	nt	nt	-2
COc1ccc(-n2nc(C(=O)NCCCN3CCOCC3)c3ccccc3c2=O)c(OC)c1	2	0	-17	4	0.9	0	3.2	-19	-4
CC(C)C(=O)Nc1nc2cc3c(cc2s1)OCCO3	2	-4	-5	10	0.9	-2	-0.4	-22	-4
CSc1nc2sc3c(c2c(=O)[nH]1)CC(C)(C)OC3	-4	-13	2	14	1.0	3	5.8	-13	-4
CCOC(=O)C1CCCN(Cc2nc(N)nc(Nc3ccc(OC)cc3)n2)C1 (centres undefined)	0	0	-15	-13	0.8	20	1.6	-16	12
COc1ccccc1OCc1ccc(C(=O)Nc2ccccc2)cc1	-2	57*	-18	19	5.2	63*	2.4	-4	-5
CN(Cc1ccccc1Cl)C(=O)c1cnccc1C(F)(F)F	-3	-12	-15	3	0.8	0	-2.3	-19	-2
CCOC(=O)Cn1c(=O)oc2cc(S(=O)(=O)N(CCN(C)C)Cc3ccccc3)ccc21	-5	8	-3	3	0.5	4	0.9	-8	-8
CC(=O)c1ccc(N2CCN(Cc3nc(Cc4ccccc4)no3)CC2)cc1	-7	10	-1	14	3.8	1	4.0	-10	-7
O=C(Cn1[nH]c(=O)c2ccccc2c1=O)Nc1cccnc1	0	-7	-3	12	4.7	0	0.2	-2	-3

12 of the compounds above, with values under each structure:
Below each compound – OXTR potentiator	TAAR1 antagonist	CHO-K1 Ca antag	CHO-K1 Ca PAM	CHO-K1 Ca ag	TAAR1 ag	V1R ag counter	CHO parental Ca	CHRM1 agonist
COc1ccc(CCN2CC(C(=O)Nc3ccc4c(c3)OCO4)CC2=O)cc1OC (centres undefined)
  5	-6	-18	9	2.5	3	0.8	-5	0
CCOc1cc(/C=N/NC(=S)Nc2ccccc2C(F)(F)F)ccc1OCC(=O)N1CCOCC1
  -9	27	-4	13	4.7	11	0.7	-8	-4
CS(=O)(=O)N1CCc2cc(-c3csc(NC(=O)Cc4cccs4)n3)ccc21
  -11	50*	-34	4	14	14	6.9	1	-1
CN1CCN(CC(=O)N2c3ccccc3C(C)(c3ccccc3)CC2(C)C)CC1 (centres undefined)
  -9	nt	4	2	0.7	nt	0.6	-17	-1
CCCN1C(=O)c2ccccc2NC1c1ccc(O)c(OCC)c1 (centres undefined)
  -2	4	-7	-4	1.2	1	-0.6	2	0
CCCC(=O)Nc1c(-c2ccccc2)[nH][nH]c1=O
  nt	1	2	-3	-0.3	0	nt	nt	-2
COc1ccc(-n2nc(C(=O)NCCCN3CCOCC3)c3ccccc3c2=O)c(OC)c1
  2	0	-17	4	0.9	0	3.2	-19	-4
CC(C)C(=O)Nc1nc2cc3c(cc2s1)OCCO3
  2	-4	-5	10	0.9	-2	-0.4	-22	-4
CSc1nc2sc3c(c2c(=O)[nH]1)CC(C)(C)OC3
  -4	-13	2	14	1.0	3	5.8	-13	-4
CCOC(=O)C1CCCN(Cc2nc(N)nc(Nc3ccc(OC)cc3)n2)C1 (centres undefined)
  0	0	-15	-13	0.8	20	1.6	-16	12
COc1ccccc1OCc1ccc(C(=O)Nc2ccccc2)cc1
  -2	57*	-18	19	5.2	63*	2.4	-4	-5
CN(Cc1ccccc1Cl)C(=O)c1cnccc1C(F)(F)F
  -3	-12	-15	3	0.8	0	-2.3	-19	-2

Additional structures follow.
SMILES	OXTR potentiator	TAAR1 antagonist	CHO-K1 Ca antag	CHO-K1 Ca PAM	CHO-K1 Ca ag	TAAR1 ag	V1R ag counter	CHO parental Ca	CHRM1 agonist
COc1ccc(C(=O)NCc2cccnc2)cc1Br	-2	4	-4	14	3.1	3	1.0	-4	-5
Cc1cc(NC(=O)C2CC(c3ccc(F)cc3)=NO2)no1 (centres undefined)	-2	-32	-7	25	-0.1	-1	-0.1	5	-1
CCc1ccc(NC(=O)CCc2c(C)nn(-c3ccc(N4CCCCC4)nn3)c2C)cc1	-7	2	-17	9	1.5	-2	1.1	-24	-8
Cn1c(NC(=O)C[n+]2cc(-c3ccc(F)cc3)n3c2CCC3)cc(=O)n(C)c1=O	-3	-12	-9	23	0.8	12	0.1	-3	-14
COc1ccc(CNS(=O)(=O)c2ccc(-c3cnc(C4CC4)o3)cc2)cc1	-11	-4	-12	17	13	0	7.6	-11	3
O=C(c1nc2ccccn2c1CNCCCn1cccn1)N1CCCC1	-5	0	-14	11	3.0	0	0.3	-15	-4
O=c1cc(NCC2CCCO2)[nH]c(=O)n1-c1ccc(Cl)cc1 (centres undefined)	0	-1	-17	29	1.0	12	0.1	-1	-4
COc1ccc(NC(=O)N(C)C[C@H]2Oc3ccc(NC(=O)C4CCCCC4)cc3C(=O)N([C@H](C)CO)C[C@@H]2C)cc1	1	-6	-5	0	-0.4	5	1.8	14	-3
Cc1nn(-c2cc(N3CCOCC3)ccc2[N+](=O)[O-])c(=O)c2ccccc12	-3	-24	-19	9	0.5	6	-0.4	-17	-3
Cc1cccc(C)c1OCC(=O)N(Cc1ccc(N(C)C)cc1)C1CCS(=O)(=O)C1 (centres undefined)	0	-24	0	5	1.1	4	-0.4	-17	-2
COc1ccc(CCNc2oc(COc3ccccc3F)nc2C#N)cc1	-4	65*	4	15	3.4	8	0.9	6	-2
CC[C@]12c3[nH]c4cc(CCC(=O)N(C)C)ccc4c3CCN1C(=O)[C@@H](CC(=O)NCCCOC)C[C@@H]2C(=O)N1CCN(C(=O)C2CC2)CC1	nt	-10	-9	13	0.5	1	nt	-1	-2
COc1ccc(C(=O)OCC(=O)c2c(N)n(C)c(=O)n(C)c2=O)cc1OC	-16	-6	-17	28	1.0	5	-0.3	-5	0
CCOc1ccc(S(=O)(=O)Nc2ccc(C(=O)NCC(c3ccco3)N3CCCCC3)cc2)cc1 (centres undefined)	1	-7	-6	11	3.9	14	4.7	-5	-5
CCN(CC)CCOc1ccc(C=NNc2nc3c([nH]2)c(=O)n(C)c(=O)n3C)cc1	nt	-11	-11	-15	0.2	4	nt	nt	-9
CCC(C)NC(=O)C1c2ccccc2C(=O)N1Cc1ccccc1 (centres undefined)	-3	1	-13	17	0.9	6	-0.1	-8	-4
COc1ccc(-c2cc(CCC(=O)N3CCN(c4cc(C)ccc4C)CC3)[nH]n2)cc1	nt	17	-9	32	5.0	1	nt	-24	4
Cc1sc2nc(SC3CCOC3=O)n(Cc3ccccc3)c(=O)c2c1C (centres undefined)	-12	-3	0	-4	-0.4	1	-1.4	-14	-11
O=C(NC(c1ccccc1)c1ccccc1)C1(c2cccs2)CCOCC1	3	nt	-14	22	-0.4	nt	0.0	-23	-8
Cc1ccc2oc(=O)c3cnn(CC(=O)N(CCC(C)C)Cc4ccco4)c3c2c1	-4	24	-1	11	-0.2	-1	-0.5	-21	-4
